M4 ag – human M4 muscarinic receptor agonists, primary screen, CHO-K1 cells, Fluo-8 calcium fluorescence; Muscarinic acetylcholine receptor M4 (Homo sapiens), P08173; CHO-K1 hM4/Gqi5; vehicle 0%, full acetylcholine response 100%; activation, % at 3 µM; actives 0.14% (n = 360,000); AID 624127, 2012;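 active = activation above the run mean over all test wells plus 3 SD, cut at about 32% in these data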;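 also: peak over basal fluorescence ratio per well then scaled between controls; 0% = DMSO wells and 100% = acetylcholine at EC100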
CRFR2-BP antag – antagonists of CRF-BP/CRF-R2 complex, primary screen, cell-based, HEK293, calcium dye fluorescence, uHTS; inhibition, % at 11.8 µM; CRF-induced calcium fluorescence; actives 0.59% (n = 350,000);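 active = inhibition of the ligand-induced calcium signal above about 50% at the single tested concentration, limit read from the data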
CHRM5 antagonist – human M5 muscarinic receptor antagonists, primary screen, CHO cells, Fluo-8 calcium fluorescence. CHO-hM5 cells, ACh EC80. Muscarinic acetylcholine receptor M5 (Homo sapiens), P08912. inhibition, % at 3 µM. actives 0.59% (n = 360,000). AID 624040, 2012;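 active = inhibition above a per-plate cutoff, the mean of that plate's test compounds plus 3 SD, cut at about 27% in these data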;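 also: 0% = acetylcholine EC80 with DMSO and 100% = DMSO without agonist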
Target sequence (P08912 whole entry, looked up): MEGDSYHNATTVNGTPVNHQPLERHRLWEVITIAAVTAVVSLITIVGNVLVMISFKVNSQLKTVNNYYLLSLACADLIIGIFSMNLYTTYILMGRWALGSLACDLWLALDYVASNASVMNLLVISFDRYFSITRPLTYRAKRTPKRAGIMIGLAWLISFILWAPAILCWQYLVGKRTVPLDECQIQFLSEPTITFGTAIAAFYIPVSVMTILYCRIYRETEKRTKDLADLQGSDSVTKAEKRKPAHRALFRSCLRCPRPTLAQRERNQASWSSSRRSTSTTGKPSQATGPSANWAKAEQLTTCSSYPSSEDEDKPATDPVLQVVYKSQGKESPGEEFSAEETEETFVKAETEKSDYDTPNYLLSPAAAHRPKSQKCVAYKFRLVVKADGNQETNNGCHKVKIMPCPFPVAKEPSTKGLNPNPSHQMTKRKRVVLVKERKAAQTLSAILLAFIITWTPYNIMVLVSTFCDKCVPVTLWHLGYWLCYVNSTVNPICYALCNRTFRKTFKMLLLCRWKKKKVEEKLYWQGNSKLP
M4 antag – human M4 muscarinic receptor antagonists, primary screen, CHO cells, Fluo-8 calcium fluorescence. CHO-hM4 cells, ACh EC80. inhibition, % at 3 µM. actives 0.73% (n = 360,000). AID 624125, 2012;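 active = inhibition above its plate's cutoff, the mean inhibition of sample wells plus 3 SD, cut at about 27% in these data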;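 also: 0% = acetylcholine EC80 with DMSO and 100% = DMSO without agonist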
CRFBP-R2 agonist – agonists of CRF-BP/CRF-R2 complex, primary screen, cell-based, HEK293, calcium dye fluorescence, uHTS; CRF-binding protein / CRF receptor 2 complex (human); activation, % at 13.2 µM; calcium dye fluorescence (FLIPR); percent of saturating CRF peptide response; AID 588473, 2011; actives 0.46% (n = 350,000);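 active = activation of at least 50%, plus an integration ratio under a set limit after plate pattern correction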;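 also: plate controls were neutral control wells without compound for no effect and CRF at EC100 for full effect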
M5 ag – human M5 muscarinic receptor agonists, primary screen, CHO-K1 cells, Fluo-8 calcium fluorescence; Muscarinic acetylcholine receptor M5 (Homo sapiens), P08912; CHO-K1 hM5 cells; 0% DMSO wells, 100% maximal acetylcholine response; activation, % at 3 µM; actives 0.19% (n = 360,000);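 active = activation above the run's mean over test compounds plus 3 SD, cut at about 23% in these data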;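 also: signal is peak over basal fluorescence ratio across the kinetic read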
CHRM1 PAM – human M1 muscarinic receptor positive allosteric modulators, primary screen, CHO-K1 cells, Fluo-8 calcium fluorescence, 1536-well. Muscarinic acetylcholine receptor M1 (Homo sapiens), P11229. CHO-K1 hM1, ACh EC20; 0% = ACh EC20, 100% = maximal ACh. activation, % at 3 µM. actives 0.088% (n = 360,000). AID 588819, 2011; in the data active = activation above about 19%, passing the limit was not always enough
Target sequence (P11229 whole entry, looked up): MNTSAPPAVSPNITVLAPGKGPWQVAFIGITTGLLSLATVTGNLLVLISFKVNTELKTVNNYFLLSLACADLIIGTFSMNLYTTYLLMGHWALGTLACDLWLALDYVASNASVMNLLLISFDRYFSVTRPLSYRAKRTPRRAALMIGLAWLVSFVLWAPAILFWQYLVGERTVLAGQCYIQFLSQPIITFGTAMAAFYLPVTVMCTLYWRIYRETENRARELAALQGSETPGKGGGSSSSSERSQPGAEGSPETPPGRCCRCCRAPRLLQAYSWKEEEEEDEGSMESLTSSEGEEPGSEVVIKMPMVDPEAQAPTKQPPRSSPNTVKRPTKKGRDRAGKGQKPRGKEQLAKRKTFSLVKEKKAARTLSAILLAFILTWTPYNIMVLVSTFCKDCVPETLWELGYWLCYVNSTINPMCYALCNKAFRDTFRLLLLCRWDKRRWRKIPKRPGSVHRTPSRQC
M5 PAM – human M5 muscarinic receptor positive allosteric modulators, primary screen, CHO-K1 cells, Fluo-8 calcium fluorescence. AID 624038, 2012. actives 0.3% (n = 360,000). CHO-K1 hM5, ACh EC20 PAM; 0% = ACh EC20, 100% = ACh EC100. activation, % at 3 µM. Muscarinic acetylcholine receptor M5 (Homo sapiens), P08912;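 active = activation above the run cutoff, the mean activation of all test compounds plus 3 SD, cut at about 18% in these data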
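Test system: CHO-K1 hM5 cells / Doses: single-point, 3 µM nominal / Times: Post-acetylcholine fluorescence recording 140 s / Technique: Fluo-8 calcium fluorescence / Measure: Max/basal fluorescence ratio as % of EC20–EC100 ACh window / Benchmarks: low control EC20 acetylcholine (0%), high control EC100 acetylcholine (100%) / Replicates: one well per compound, no replicates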
M4 PAM – human M4 muscarinic receptor positive allosteric modulators, primary screen, CHO-K1 cells, Fluo-8 calcium fluorescence. actives 0.4% (n = 360,000). CHO-K1 hM4/Gqi5, ACh EC20; 0% = ACh EC20, 100% = maximal ACh. Muscarinic acetylcholine receptor M4 (Homo sapiens), P08173. activation, % at 3 µM. AID 624126, 2012;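 active = activation above its plate's cutoff, the mean activation of sample wells plus 3 SD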; also: some results filed as inactive read as strong as hits
* hit, by the source's call.

`N#CCCN(C(=O)COC(=O)c1ccc(S(=O)(=O)N2CCCCCC2)cc1)c1ccccc1` gave M4 ag 1, CRFR2-BP antag -9, CHRM5 antagonist 2, M4 antag -5, CRFBP-R2 agonist 2.6, M5 ag 0, CHRM1 PAM 8, M5 PAM -1 and M4 PAM 2.
Screening O=c1c2c(nc3cc(-c4cccc(Cl)c4)[nH]n13)CCCC2 returned M4 ag 2, CRFR2-BP antag -4, CHRM5 antagonist 4, M4 antag -5, CRFBP-R2 agonist -2.7, M5 ag -1, CHRM1 PAM 20, M5 PAM 3 and M4 PAM 16.
Screening COc1ccc(CCCc2nnc(SCc3nc4ccccc4c(=O)[nH]3)n2C)cc1 returned M4 ag 2, CRFR2-BP antag -3, CHRM5 antagonist 1, M4 antag -5, CRFBP-R2 agonist -1.9, M5 ag -2, CHRM1 PAM -11, M5 PAM -3 and M4 PAM -1.
For COc1ccc(OC)c(NC(=O)COC(=O)C2CCC2)c1 the results were M4 ag 0, CRFR2-BP antag -9, CHRM5 antagonist -3, M4 antag -7, CRFBP-R2 agonist -2.3, M5 ag 3, CHRM1 PAM 15, M5 PAM 4 and M4 PAM 6.
`CCC(CC)C(=O)N(C)c1c(C)nc2c(OCc3ccccc3C)cccn12` gave M4 ag 3, CHRM5 antagonist -5, M4 antag -6, M5 ag 0, CHRM1 PAM -4, M5 PAM -1 and M4 PAM -5.
For CCOC(=O)C(C)Oc1c(Br)cc(C2NC(=O)NC(C)=C2C(C)=O)cc1OCC (configuration not stated) the results were M4 ag 5, CRFR2-BP antag 19, CHRM5 antagonist 5, M4 antag -10, CRFBP-R2 agonist 0.5, M5 ag 2, CHRM1 PAM -4, M5 PAM -4 and M4 PAM 1.
`COc1ccc(CC(=O)N2CCN(C(=O)Cc3ccc(OC)cc3)CC2)cc1` gave M4 ag 0, CRFR2-BP antag 3, CHRM5 antagonist -12, M4 antag -6, CRFBP-R2 agonist -0.6, M5 ag 0, CHRM1 PAM 1, M5 PAM 5 and M4 PAM -2.
For Cc1ccc([C@H]2C[C@@H](n3cc(COC(=O)c4ccccc4)nn3)[C@H](O)CN2CC2CCCCC2)cc1 the results were M4 ag 0, CRFR2-BP antag 3, CHRM5 antagonist 4, M4 antag 0, CRFBP-R2 agonist -2.3, M5 ag 1, CHRM1 PAM -1, M5 PAM -6 and M4 PAM -3.
Screening COC(=O)CCCn1cc(CN(C)C2CN(Cc3cn(CCCC(=O)OC)nn3)S(=O)(=O)C2)nn1 (configuration not stated) returned M4 ag 1, CHRM5 antagonist 12, M4 antag 1, M5 ag 3, M5 PAM -8 and M4 PAM 4.
Screening CN(C)CCCNc1nc(-c2ccc(Cl)cc2)nc2ccccc12 returned M4 ag 6, CRFR2-BP antag -10, CHRM5 antagonist -4, M4 antag 0, CRFBP-R2 agonist 4.8, M5 ag -4, CHRM1 PAM 8, M5 PAM 2 and M4 PAM 7.
CSc1nnc(-c2sc3cc(C(F)(F)F)cnc3c2-c2cccnc2)n1C was read as M4 ag 1, CRFR2-BP antag 17, CHRM5 antagonist 1, M4 antag 10, CRFBP-R2 agonist -2.1, M5 ag -3, CHRM1 PAM -1, M5 PAM -1 and M4 PAM 22.
For CC(NC(=O)c1cc(-c2ccncc2)nc2ccc(Br)cc12)C1CCCO1 (configuration not stated) the results were M4 ag 5, CRFR2-BP antag -15, CHRM5 antagonist 10, M4 antag 9, CRFBP-R2 agonist 0.2, M5 ag -2, CHRM1 PAM -6, M5 PAM 5 and M4 PAM -3.
For O=C(N/N=C/c1c[nH]c2ccccc12)C1CC(=O)N(c2ccccc2)C1 (configuration not stated) the results were M4 ag 3, CRFR2-BP antag -4, CHRM5 antagonist -2, M4 antag -3, CRFBP-R2 agonist 0.2, M5 ag 2, CHRM1 PAM 6, M5 PAM -1 and M4 PAM 1.
`CCCCN(C(=O)c1cccc(S(=O)(=O)N2CCN(C)CC2)c1)c1c(N)n(CCC)c(=O)[nH]c1=O` gave M4 ag 0, CRFR2-BP antag 5, CHRM5 antagonist -2, M4 antag -8, CRFBP-R2 agonist -0.8, M5 ag 3, CHRM1 PAM 5, M5 PAM 13 and M4 PAM 8.
`Cc1oc2c(c(C)cc3oc(=O)c(CC(=O)N[C@H](C(=O)O)C(C)C)c(C)c32)c1C` gave M4 ag 0, CRFR2-BP antag 3, CHRM5 antagonist -4, M4 antag -6, CRFBP-R2 agonist -1.1, M5 ag 1, CHRM1 PAM 3, M5 PAM 4 and M4 PAM 5.
C=CCn1c(SCC(=O)c2c(N)n(C)c(=O)n(C)c2=O)nc2sc(C)c(C)c2c1=O was read as M4 ag 1, CRFR2-BP antag 4, CHRM5 antagonist -9, M4 antag -4, CRFBP-R2 agonist 1.6, M5 ag 0, CHRM1 PAM 3, M5 PAM 3 and M4 PAM 6.
CCOC(=O)CNC(=S)N(CCCN1CCCCC1)Cc1cccs1 was read as M4 ag 1, CRFR2-BP antag 3, CHRM5 antagonist 1, M4 antag -7, CRFBP-R2 agonist 6.4, M5 ag -5, CHRM1 PAM -8, M5 PAM -2 and M4 PAM -4.
For O=C(Oc1ccc(Cl)cc1)N1CCCCC1 the results were M4 ag 1, CRFR2-BP antag 2, CHRM5 antagonist -5, M4 antag -4, CRFBP-R2 agonist -2.3, M5 ag -7, CHRM1 PAM 6, M5 PAM 2 and M4 PAM 2.
`Clc1ccccc1CSc1nnc(-c2cccnc2)n1Cc1ccco1` gave M4 ag 2, CRFR2-BP antag 0, CHRM5 antagonist -2, M4 antag -2, CRFBP-R2 agonist 0.9, M5 ag 1, CHRM1 PAM 5, M5 PAM 1 and M4 PAM 4.
Screening CCc1cc(/C(Cc2cscn2)=N\O)c(O)cc1O returned M4 ag 4, CRFR2-BP antag -6, CHRM5 antagonist -6, M4 antag -2, CRFBP-R2 agonist -0.1, M5 ag -5, CHRM1 PAM 5, M5 PAM 5 and M4 PAM 3.
CC(C)(C)N(Cc1ccccc1)C(=O)COC(=O)CN1C(=O)NC2(CCCC2)C1=O was read as M4 ag 2, CRFR2-BP antag -6, CHRM5 antagonist 2, M4 antag 3, CRFBP-R2 agonist -0.2, M5 ag 0, CHRM1 PAM 6, M5 PAM -4 and M4 PAM 1.
Screening CCOC(=O)C1=C(C)NC(=O)NC1c1cc(Br)c(O)c(OC)c1 (configuration not stated) returned M4 ag 2, CRFR2-BP antag 5, CHRM5 antagonist 6, M4 antag 4, CRFBP-R2 agonist -1.2, M5 ag 1, CHRM1 PAM 14, M5 PAM -6 and M4 PAM 11.
`Cc1ccccc1C(=O)Nc1nnc(-c2ccncc2)o1` gave M4 ag 2, CRFR2-BP antag 3, CHRM5 antagonist -7, M4 antag 1, CRFBP-R2 agonist -0.2, M5 ag 3, CHRM1 PAM 11, M5 PAM 14 and M4 PAM 8.
CCOC(=O)c1cc(-c2ccccc2)sc1NC(=S)Nc1cc(C)ccn1 was read as M4 ag 0, CRFR2-BP antag -20, CHRM5 antagonist 2, M4 antag 8, CRFBP-R2 agonist 3.1, M5 ag 2, CHRM1 PAM 4, M5 PAM 0 and M4 PAM 7.
Screening COc1cc(OC)c(C(=O)Nc2ccccc2-c2ccccc2)cc1OC returned M4 ag -2, CRFR2-BP antag 3, CHRM5 antagonist -7, M4 antag -5, CRFBP-R2 agonist -0.9, M5 ag -4, CHRM1 PAM 4, M5 PAM -3 and M4 PAM -9.
`Cc1cc(C)c(C(=O)NC2CC(C)(C)Cc3c2cnn3-c2cccc(F)c2)[nH]1` (configuration not stated) gave M4 ag 3, CRFR2-BP antag -4, CHRM5 antagonist -10, M4 antag -5, CRFBP-R2 agonist -1.4, M5 ag -2, CHRM1 PAM -2, M5 PAM -2 and M4 PAM -4.
Cc1c(NC(=O)CSc2n[nH]c(-c3ccccc3)n2)c(=O)n(-c2ccccc2)n1C was read as M4 ag -1, CRFR2-BP antag 3, CHRM5 antagonist -6, M4 antag -5, CRFBP-R2 agonist -2.1, M5 ag 4, CHRM1 PAM 11, M5 PAM 9 and M4 PAM 10.
`CC(C)c1ccc(C2(C)NC(=O)N(C(C)C(=O)Nc3ccc(N4CCOCC4)cc3)C2=O)cc1` (configuration not stated) gave M4 ag 10, CRFR2-BP antag 0, CHRM5 antagonist -3, M4 antag -17, CRFBP-R2 agonist -1.6, M5 ag 2, CHRM1 PAM 5, M5 PAM -3 and M4 PAM 5.
`CCN(CC)CCCNC(=O)C1c2cc(OC)c(OC)cc2C(=O)N(C)C1c1cccs1` (configuration not stated) gave M4 ag 1, CRFR2-BP antag 14, CHRM5 antagonist -12, M4 antag 5, CRFBP-R2 agonist 6.2, M5 ag 1, CHRM1 PAM 10, M5 PAM 4 and M4 PAM 6.
`Cc1oc(C(=O)O)cc1COc1ccccc1Cl` gave M4 ag 1, CRFR2-BP antag 2, CHRM5 antagonist 6, M4 antag -1, CRFBP-R2 agonist -1.0, M5 ag 30*, CHRM1 PAM 6, M5 PAM 42* and M4 PAM 11.
CCCCN(C)C(=O)C1CCCN(S(=O)(=O)c2ccc3c(c2)oc(=O)n3C)C1 (configuration not stated) was read as M4 ag 1, CRFR2-BP antag -5, CHRM5 antagonist 4, M4 antag 7, CRFBP-R2 agonist -4.8, M5 ag 1, CHRM1 PAM 0, M5 PAM -8 and M4 PAM -2.
`N#Cc1ccc(C(=O)OCc2cccc(S(=O)(=O)N3CCOCC3)c2)cc1` gave M4 ag 11, CRFR2-BP antag 3, CHRM5 antagonist 5, M4 antag 0, CRFBP-R2 agonist 0.6, M5 ag 4, CHRM1 PAM 7, M5 PAM -2 and M4 PAM 0.
Screening COc1cc(Cl)c(C)cc1NC(=O)CC1CCCC1 returned M4 ag -1, CRFR2-BP antag 13, CHRM5 antagonist 8, M4 antag 9, CRFBP-R2 agonist 0.6, M5 ag -5, CHRM1 PAM 5, M5 PAM 1 and M4 PAM 1.

Part of the list above in order of number of heavy atoms, ascending.
Screening CCOC(=O)C1=C(C)NC(=O)NC1c1cc(Br)c(O)c(OC)c1 (configuration not stated) returned M4 ag 2, CRFR2-BP antag 5, CHRM5 antagonist 6, M4 antag 4, CRFBP-R2 agonist -1.2, M5 ag 1, CHRM1 PAM 14, M5 PAM -6 and M4 PAM 11.
`Cc1cc(C)c(C(=O)NC2CC(C)(C)Cc3c2cnn3-c2cccc(F)c2)[nH]1` (configuration not stated) gave M4 ag 3, CRFR2-BP antag -4, CHRM5 antagonist -10, M4 antag -5, CRFBP-R2 agonist -1.4, M5 ag -2, CHRM1 PAM -2, M5 PAM -2 and M4 PAM -4.
Cc1c(NC(=O)CSc2n[nH]c(-c3ccccc3)n2)c(=O)n(-c2ccccc2)n1C was read as M4 ag -1, CRFR2-BP antag 3, CHRM5 antagonist -6, M4 antag -5, CRFBP-R2 agonist -2.1, M5 ag 4, CHRM1 PAM 11, M5 PAM 9 and M4 PAM 10.

Source: PubChem
